Compound activity deposited in PubChem by several laboratories.
ADAM17 inh: inhibitors of human ADAM17; inhibition, % at 6.95 µM; 370,000 compounds, 0.83% hits; recombinant ADAM17, EDANS/DABCYL FRET peptide cleavage;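 active = inhibition above the mean of compounds lying between control limits plus 3 SD, set per campaign, cut at about 8.5% in these data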;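 note: 0% = DMSO-only wells as the low control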
hcDAF-12 act: H. contortus DAF-12 activation, primary screen; HEK293 hcDAF-12 lit1-tk-luc reporter, luminescence; 0% DMSO, 100% Δ7-dafachronic acid; activation, % at 6.8 µM; 370,000 compounds, 1.4% hits; AID 652067;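 active = activation above the mean of all tested compounds plus 3 SD, cut at about 5.5% in these data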;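 note: 100% = response to 3 µM Δ7-dafachronic acid high control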
NPR1 activator: GC-A (human) enzyme activation | HEK293 GC-A cells, cGMP TR-FRET, EC30 ANP; 0% at EC30 ANP, 100% saturating ANP | activation, % at 10 µM | 370,000 compounds, 0.14% hits; in the data active = activation above about 40%
Target sequence (P16066 whole entry, looked up): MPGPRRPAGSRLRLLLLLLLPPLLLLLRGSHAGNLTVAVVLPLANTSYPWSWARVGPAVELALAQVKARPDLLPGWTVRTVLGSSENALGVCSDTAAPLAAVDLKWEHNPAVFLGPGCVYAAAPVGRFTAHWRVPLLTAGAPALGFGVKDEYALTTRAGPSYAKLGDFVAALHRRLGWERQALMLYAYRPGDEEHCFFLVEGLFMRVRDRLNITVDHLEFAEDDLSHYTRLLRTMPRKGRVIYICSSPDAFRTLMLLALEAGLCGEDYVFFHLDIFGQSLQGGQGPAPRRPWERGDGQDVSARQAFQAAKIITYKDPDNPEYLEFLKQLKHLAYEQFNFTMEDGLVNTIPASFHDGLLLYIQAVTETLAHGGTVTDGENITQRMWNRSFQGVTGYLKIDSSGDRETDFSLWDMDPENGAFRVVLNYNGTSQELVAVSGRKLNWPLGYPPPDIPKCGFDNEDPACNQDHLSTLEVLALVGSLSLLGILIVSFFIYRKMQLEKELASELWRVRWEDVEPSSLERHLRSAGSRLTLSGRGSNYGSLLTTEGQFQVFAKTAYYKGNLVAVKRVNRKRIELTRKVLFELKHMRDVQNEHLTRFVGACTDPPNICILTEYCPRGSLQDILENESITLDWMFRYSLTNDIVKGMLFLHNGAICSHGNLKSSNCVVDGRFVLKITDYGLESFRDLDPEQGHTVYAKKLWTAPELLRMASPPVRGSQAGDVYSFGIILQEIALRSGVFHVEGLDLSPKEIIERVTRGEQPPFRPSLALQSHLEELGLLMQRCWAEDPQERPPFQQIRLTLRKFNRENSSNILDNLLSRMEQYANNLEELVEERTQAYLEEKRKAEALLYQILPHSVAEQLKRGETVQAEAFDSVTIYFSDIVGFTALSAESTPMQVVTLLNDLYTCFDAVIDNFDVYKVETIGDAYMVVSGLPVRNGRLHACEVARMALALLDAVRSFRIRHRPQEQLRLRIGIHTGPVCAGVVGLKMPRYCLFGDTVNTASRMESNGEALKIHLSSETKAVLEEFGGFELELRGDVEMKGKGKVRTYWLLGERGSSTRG
hgDAF-12 ag: agonists of H. glycines DAF-12 nuclear receptor | HEK293 GAL4-hgDAF12 UAS-luciferase reporter, agonist luminescence; normalized to butyrate control | activation, % at 6.8 µM | 370,000 compounds, 1.8% hits | AID 687014;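 active = activation above a cutoff set at the mean of all screened compounds plus 3 SD, cut at about 10% in these data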;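 note: 0% = DMSO wells and 100% = sodium butyrate wells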
ADAM10 inh: inhibits human ADAM10 | O14672 | recombinant ADAM10, EDANS/DABCYL FRET peptide cleavage, 3 h | inhibition, % at 7 µM | 370,000 compounds, 0.62% hits;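 active = inhibition above a per-campaign cutoff equal to the mean of compounds falling between control-based bounds plus 3 SD, cut at about 20% in these data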;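 note: 0% = DMSO wells while the 100% control is not disclosed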
PG9 binder: small molecules binding HIV-1 gp120 antibody PG9; TR-FRET gp120-PG9 antibody binding; inhibition, % at 6.7 µM; 360,000 compounds, 0.43% hits; in the data active = inhibition above about 8.5%
GAA850 FXN act: activators of GAA850 frataxin (FXN) promoter | HEK293 lucGAA850 FXN promoter luciferase reporter, 24 h; percent of 10 µM SAHA response | 360,000 compounds, 0.56% hits | activation, % at 6 µM;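 active = activation above the average of all compounds screened plus 3 SD, cutoff fixed separately per campaign, cut at about 7.5% in these data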;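 note: 0% = DMSO wells and 100% = 10 µM SAHA wells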
ssDAF12 agonist: activates DAF-12 receptor from parasite S. stercoralis; activation, % at 6.8 µM; HEK293 ssDAF-12/GRIP1 lit1-tk-luc reporter, luminescence; % of 3 µM dafachronic acid response; AID 652126; 370,000 compounds, 1% hits;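 active = activation above the mean over all tested compounds plus 3 SD, cut at about 0.9% in these data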;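 note: 0% = DMSO-only wells and 100% = 3 µM delta7-dafachronic acid wells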
DAX1 inh-1: DAX1 (NR0B1) inhibition, primary screen | HEK293T StAR-luciferase reporter, SF-1/DAX-1 repression relief | 370,000 compounds, 1.1% hits | AID 652010 | inhibition, % at 6.8 µM;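 active = inhibition above the mean over all tested compounds plus 3 SD, cut at about 3.6% in these data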;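 note: 0% = DAX-1 cells with DMSO and 100% = cells lacking DAX-1 with DMSO; higher inhibition means more luminescence from relief of DAX-1 repression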
SMARCA2 activ: increases SMARCA2 function in MMTV reporter cells | MG213 cells, MMTV-luciferase reporter, dexamethasone, overnight | activation, % at 9.1 µM | 370,000 compounds, 1% hits | AID 652017; in the data active = activation above about 7.8%;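 note: 0% = vehicle wells and 100% = reference activator wells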
DAX1 inh-2: inhibitors of human orphan nuclear receptor DAX1 (NR0B1); P51843; HEK293 Gal4-DAX1 luciferase reporter, luminescence; inhibition, % at 6.75 µM; 340,000 compounds, 0.99% hits; AID 504766;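 active = inhibition above the mean over all tested compounds plus 3 SD, cut at about 4.2% in these data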;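 note: 0% = DAX1-transfected cells with DMSO and 100% = empty-vector control cells with DMSO; inhibition shows as a rise in luminescence from relieved DAX1 repression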
Numbers without * were called inactive; · = no result given.

SMILES	ADAM17 inh	hcDAF-12 act	NPR1 activator	hgDAF-12 ag	ADAM10 inh	PG9 binder	GAA850 FXN act	ssDAF12 agonist	DAX1 inh-1	SMARCA2 activ	DAX1 inh-2
Cc1cccc2sc(NC(=O)CCn3cccc3)nc12	-5	0.3	15	12*	1	-0.1	4.1	-0.9	0.0	-4	-1.3
CCOc1ccc(NC(=O)NCCCSC2CCCCC2)cc1	-3	-1.6	8	-1.0	-2	-0.5	-2.9	-1.8	-0.6	-2	-0.1
COc1ccc(-c2[nH]ncc2CN2CCN(c3ccccn3)CC2)c(OC)c1	-2	-0.6	0	-1.6	4	-1.6	-0.7	-1.4	-0.6	4	0.0
CC1(C)NC(=O)N(CC(O)COc2ccc(-c3ccccc3)cc2)C1=O (stereo not given)	-2	-0.1	12	-0.4	-1	-1.2	2.0	-1.1	-0.5	-3	-0.8
CC(=O)NC(c1ccc(F)c(F)c1)c1nc(-c2cccc(F)c2)cs1 (stereo not given)	-1	-0.7	-1	0.7	6	0.8	1.3	-1.0	-2.1	-3	·
CC(C)n1cnc2c(oc3ccccc32)c1=O	-5	4.4	0	5.6	-9	0.0	4.8	-0.1	0.7	0	2.7
COC(=O)c1ccc(N2CCN(c3ccccc3)CC2)c(N)c1	-3	1.9	3	0.8	-3	-2.0	0.4	-1.1	0.7	0	-0.9
COc1ccc2occ(C(=O)c3coc4ccc(O)c(CN(C)C)c34)c2c1	-32	-0.8	-18	-1.9	-139	-0.2	-4.1	-1.7	-1.2	0	0.7
CN(C)CCNC(=O)C1(O)c2cc(Br)ccc2NC(=O)N1c1ccc(Cl)cc1 (stereo not given)	-1	-1.3	6	-0.6	-12	2.2	0.3	-1.3	0.2	-2	-0.1
COC(=O)[C@H](CC(C)C)NC(=O)N1CCC(C)CC1	-4	0.2	0	-1.2	2	0.1	-1.2	-1.4	-0.2	1	0.7
O=C(COC(=O)c1ncc(Cl)c(Cl)c1Cl)NC(=O)c1ccccc1	-5	-0.7	2	0.1	-10	1.0	3.3	-0.3	1.4	-2	0.2
O=C(Nc1cccnc1Cl)c1ccc(S(=O)(=O)N2CCCCCC2)cc1	-3	-1.5	-2	-0.6	4	-1.0	-2.3	-1.1	-0.4	-4	-0.4
COc1cccc(C2(O)C(=O)Nc3ccccc32)c1 (stereo not given)	-1	-0.1	3	0.5	-13	-2.7	-1.3	-0.6	-0.2	1	0.1
COc1ccc(NC(=O)CN2C(=O)NC3(CCCC3)C2=O)cc1OC	0	-1.5	1	-2.6	8	1.6	-1.7	-1.3	0.2	0	0.9
NC(=O)c1ccc(=O)n(Cc2ccc(Cl)cc2Cl)c1	-3	-0.5	5	3.6	-2	-1.6	1.5	-0.8	-0.1	-2	0.1

One compound at a time, as listed above:
O=C(Nc1cccnc1Cl)c1ccc(S(=O)(=O)N2CCCCCC2)cc1 as listed: ADAM17 inh: -3; hcDAF-12 act: -1.5; NPR1 activator: -2; hgDAF-12 ag: -0.6; ADAM10 inh: 4; PG9 binder: -1.0; GAA850 FXN act: -2.3; ssDAF12 agonist: -1.1; DAX1 inh-1: -0.4; SMARCA2 activ: -4; DAX1 inh-2: -0.4
NC(=O)c1ccc(=O)n(Cc2ccc(Cl)cc2Cl)c1 as listed: ADAM17 inh: -3; hcDAF-12 act: -0.5; NPR1 activator: 5; hgDAF-12 ag: 3.6; ADAM10 inh: -2; PG9 binder: -1.6; GAA850 FXN act: 1.5; ssDAF12 agonist: -0.8; DAX1 inh-1: -0.1; SMARCA2 activ: -2; DAX1 inh-2: 0.1

(cont.)
SMILES	ADAM17 inh	hcDAF-12 act	NPR1 activator	hgDAF-12 ag	ADAM10 inh	PG9 binder	GAA850 FXN act	ssDAF12 agonist	DAX1 inh-1	SMARCA2 activ	DAX1 inh-2
CC(C)c1c(C(=O)N/N=C/c2ccncc2)nnn1-c1nonc1N	2	-1.4	-1	-1.1	5	-1.6	-0.1	-1.5	0.1	0	-0.2
Cc1ccc(NC(=O)c2cc(NC(=O)c3ccco3)ccc2N2CCOCC2)cc1Cl	-15	-1.7	3	-3.7	-33	0.0	-0.3	-1.5	-0.9	2	-0.6
C=CCC[C@H](CCCCC)OC(=O)/C=C/[C@H](O)[C@@H](O)C[C@H](O)CC=C	-1	-1.3	-1	-1.0	1	1.8	·	-0.7	-1.9	-5	·
C/C=C/C(=O)Nc1cccc(C2=NOC3(C2)C[C@@H](C(N)=O)N(C(=O)c2cc([N+](=O)[O-])cc([N+](=O)[O-])c2C)C3)c1 (stereo not given in full)	-4	-0.7	-3	-0.6	9	0.4	1.6	-1.0	-0.3	0	-0.7
Nc1nc(SCc2ccc(Cl)cc2Cl)n[nH]1	0	0.2	-1	0.7	1	0.7	3.1	-0.9	1.3	0	0.7
O=S(=O)(c1cccc(COc2c(Cl)cccc2Cl)c1)N1CCOCC1	-1	-2.9	2	-2.8	4	-1.9	0.8	-0.2	-0.4	2	-0.8
Cc1c(CCC(=O)NCCCCCC(=O)O)c(=O)oc2cc3occ(-c4ccccc4)c3cc12	-21	-0.8	-4	-0.5	-48	-0.1	-1.9	-1.6	0.1	-3	1.1
O=C1C(=O)c2ccccc2C(O)=C1c1cccc([N+](=O)[O-])c1	-3	1.0	3	1.1	-3	-6.8	-1.9	-0.7	0.3	-4	·
CCOc1ncccc1C(=O)OCC(=O)c1ccccc1	-4	-1.6	-1	-1.5	4	-0.1	2.8	-2.1	-0.5	-2	-0.5
CC(C)[C@H](NC(=O)c1ccccc1Cl)C(=O)OCC(=O)NC(=O)NCc1ccco1	3	0.6	-3	0.3	0	-1.2	2.2	-1.0	-0.4	3	-0.5
O=C(Nc1ccc(Oc2ccc3c(c2)C(=O)N(c2ccc(O)cc2)C3=O)cc1)c1cccs1	1	1.2	-1	-1.1	13	0.6	3.2	-1.0	0.6	1	-0.3
CCCCN(c1ccccc1)c1ncnc(N)c1[N+](=O)[O-]	-2	-2.8	-6	4.4	2	8.5	-8.6	-1.2	-0.7	-4	1.4
Cc1ccc2nc(=O)c(NNc3ccccc3)cnc2c1	1	0.4	-7	6.3	17	-6.5	3.7	1.0*	1.2	2	-0.2
CN(C)CCN(C(=O)C1CCN(S(=O)(=O)c2cccs2)CC1)c1nc2ccc(F)cc2s1	-1	-0.2	-9	4.7	-11	0.8	0.6	0.5	2.4	1	-0.4
OC[C@H]1O[C@@H](Oc2ccc(O)cc2)[C@H](O)[C@@H](O)[C@@H]1O	-3	0.2	3	1.6	1	-0.3	-6.2	-1.0	-0.2	-4	-1.8
CN(c1ccccc1)S(=O)(=O)c1cccc(C(=O)NC2CCCC2)c1	-3	-1.9	4	-4.6	-11	-1.6	0.2	-1.2	-1.1	-4	-0.8
CC(=O)Nc1ccc(SCC(=O)N(C)CC(=O)Nc2ccccc2Cl)cc1	0	-0.2	-1	-0.8	-4	-0.4	0.1	-0.6	-2.8	-2	0.6
COC(=O)c1sc(NC(=O)C(C)C)c(C(=O)OC)c1C	-3	-0.4	-1	-1.7	-4	1.1	-0.5	-1.4	-0.8	-4	-0.3
CCN(C(=O)Cn1c(=O)n(-c2cc(OC)c(OC)c(OC)c2)c(=O)c2ccccc21)c1cccc(C)c1	-2	-0.5	1	0.5	9	-0.4	-0.7	-1.8	0.3	-2	1.1
O=C(c1ccco1)N1CCN(C(=O)c2cnn(-c3cccc(F)c3)c2C2CCNCC2)CC1	3	-1.7	1	-0.6	2	-1.7	0.7	-1.3	3.4	-3	-0.5
COc1ccc(S(=O)(=O)NC2(C(F)(F)F)N=C(c3ccccc3)NC2=O)cc1 (stereo not given)	-1	-1.8	2	2.4	8	-0.9	-0.9	-0.9	0.4	2	2.4
CC(C)[C@H](NC(=O)c1ccc(C(C)(C)C)cc1)C(=O)N1CCN(Cc2ccc3c(c2)OCO3)CC1	1	-3.2	-2	0.1	-9	-0.8	0.0	-1.8	-2.9	-6	-1.6
COC(=O)c1cc2c(ccn2-c2ccc(F)cc2)n1CC(=O)C(C)(C)C	-4	-1.7	-1	1.2	-9	0.1	-1.0	-1.4	-0.1	-3	-0.1
Cc1cc(=O)oc2c(C)c(OCC(=O)N3CC[C@@]4(O)CCCC[C@H]4C3)ccc12	-17	0.5	-1	-3.2	-41	2.5	-1.6	-1.4	1.2	-3	-1.4
CC(C)(C)C(=O)N(Cc1ccc(Cl)cc1)c1cnccn1	-6	-0.7	-2	-3.0	-9	-1.7	2.0	-1.5	0.0	-3	-1.8
Cn1nc(C(F)(F)F)c(-c2ccc(Br)cc2)c1NC(=O)Nc1ccc(F)cc1F	7	-1.8	3	-2.1	14	1.1	-1.2	-1.6	0.2	-3	-1.0
O=C(Nc1ccc(Br)cc1)c1cccc(-n2cnnn2)c1	2	-0.7	-3	2.4	2	-0.3	-1.1	-0.9	-0.6	-2	-0.6
CC(C(=O)NC1CCCCC1)N1CCN(S(=O)(=O)c2cccs2)CC1 (stereo not given)	-4	-1.5	0	-1.1	-6	3.0	-0.3	-1.1	0.6	-2	-0.4
O=C(COc1ccc2c(c1)CCC2)N1CCN(c2ccccc2F)CC1	-4	-1.4	-1	2.1	-5	-1.0	-1.7	-0.8	0.7	-1	-1.3
CCc1ccc(CNC(=O)c2cc3c(C)nc4ccccc4c3o2)cc1	4	-3.6	2	-4.1	3	-1.8	-1.6	-1.8	-3.8	-8	-1.6
Cc1onc(-c2c(Cl)cccc2Cl)c1COC(=O)c1ccc(Cl)cc1	2	-2.1	-1	2.0	-1	-1.2	2.3	-1.4	-0.4	-5	-0.1
COc1cc(NC(=O)C2CC2C)c(C(=O)O)cc1OC (stereo not given)	-1	0.1	1	0.8	3	-1.7	1.8	-1.0	-0.4	2	0.9
Cc1c(NC(=S)NC(=O)c2cccc(Cl)c2)c(=O)n(-c2ccccc2)n1C	-7	0.1	-2	-0.2	-1	-0.5	0.2	-1.3	-0.5	-3	-1.0
N#CCCN(C(=O)Cn1nc(C(=O)O)c2ccccc2c1=O)c1ccccc1	0	-1.0	-1	0.1	-2	-1.9	1.7	-0.7	-0.1	0	-0.1
C=CCC(NC(=O)Cc1ccccc1)C(=O)NCCC (stereo not given)	-6	-1.7	0	-0.7	-8	-0.4	-0.5	-0.8	-0.1	-1	0.4
O=C(c1ccc(Cl)cc1[N+](=O)[O-])N1CCc2ccccc2C1	-1	-0.7	5	-1.3	2	-1.3	-0.3	-0.8	-0.3	2	-0.2
O=C(Oc1cccc(C(=O)N2CCOCC2)c1)c1ccc(Br)cc1	3	-1.0	-4	-0.4	2	-2.2	0.3	-1.8	-0.3	2	2.4
CCN1CCN(C(C)C(=O)NC2CCCCC2)CC1 (stereo not given)	0	-1.5	3	-3.1	-3	1.1	-1.2	-1.2	0.2	-4	-1.4
COCc1[nH]nc2c1C(c1ccc(Br)cc1)N(c1ccc(OC)cc1)C2=O (stereo not given)	-3	-2.0	-21	-1.1	-9	-0.3	·	-0.8	0.6	-8	·
CC(=O)c1c(C)[nH]c(C(=O)N2CCN(c3ncccn3)CC2)c1C	-8	1.5	3	-0.7	-11	-0.6	0.3	-0.9	-1.1	-2	-1.3
Cc1ccc(-c2nn(-c3ccc(F)cc3)cc2C(=O)NC2CCC(O)CC2)cc1 (stereo not given)	1	0.0	2	6.3	-2	-0.8	-0.7	-0.7	1.1	2	0.7
CCCN(CCC)c1nc2ccccc2n2c(C)nnc12	-1	-1.0	-10	-3.6	0	4.1	0.7	-0.7	-0.9	2	0.1
